CCT modulator = modulators of cytosolic chaperonin (CCT/TRiC) activity; activity change, % (test concentration not listed), hits read low; purified chaperonin ATPase assay, HTRF ADP detection, 30 min; actives 0.3% (n = 360,000); in the data active = activity change below about -30%; note: % is set by controls: 0 for no effect and ±100 for the full control effect
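Nucleotide hydrolysis assay: TRiC at 20–40 nM final (set by batch activity) with 10 uM ATP, 30 min at 37 °C, in presence of 76 uM compound. Detection by competitive ADP HTRF, 30 min ambient.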
MmCpn inh = inhibitors of Methanococcus maripaludis chaperonin (MmCpn) | AID 504842 | actives 0.031% (n = 330,000) | Potency, µM (highest dose often 76.9 µM), without a hit: at the highest dose activity, negative = inhibition, actives largely listed as inhibitors | purified Mm-Cpn ATPase, ADP Transcreener TR-FRET; note: potency is the fitted concentration of half-maximal effect; % is set by controls: 0 for no effect and ±100 for the full control effect; nearly all actives have a fitted effect of over 80% in size
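25 nM Mm-CPN + cpd, 10 min 37°C; + 10 uM ATP, 30 min 37°C; buffer 30 mM Tris pH 7.4, 100 mM KCl, 5 mM MgCl2, 1 mM DTT; Transcreener ADP HTRF detection 30 min RT.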
A549 viability = A549 cytotoxicity, counter-screen for Nrf2 inhibitors; Potency, µM (titrated, usually from 46 µM), without a hit: at the top dose activity change, negative = cytotoxicity, hits mostly inhibitors; actives 0.16% (n = 390,000); A549 ARE-Fluc cells, CellTiter-Fluor viability, 18-24 h; note: potency is the fitted concentration of half-maximal effect; % is set by controls: 0 for no effect and ±100 for the full control effect
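A549 ARE-Fluc cells in 5% FBS OPTI-MEM, 5000 cells/well, rested 2 h then exposed to compounds in concentration-response for 18-24 h at 37 °C. Viability by CellTiter-Fluor fluorescence (Ex 405/Em 525) after 30 min; luciferase luminescence (BugLite, 15 min, RT) read afterwards.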
Nrf2 inh = inhibitors of Nrf2 signaling; A549 ARE-Fluc reporter, luciferase luminescence, 18-24 h; Potency, µM (titrated, usually from 46 µM), for inactives: at the top dose activity change, negative = inhibition, usual class: inhibitors; actives 2.1% (n = 360,000); AID 504444; note: potency is the fitted concentration of half-maximal effect; % is set by controls: 0 for no effect and ±100 for the full control effect; nearly all actives have a fitted effect of over 60% in size
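A549 ARE_Fluc cells, 5000/well, 5% FBS OPTI-MEM; compounds in dose-response, 18-24 h at 37 °C/5% CO2; CellTiter-Fluor viability read (Ex 405/Em 525), then BugLite luciferase luminescence = Nrf2 activity.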
TGFb SMAD3 inh = inhibitors of TGF-b signaling | HepG2 CAGA-GFP TGF-b/SMAD3 reporter, GFP fluorescence, 18 h; TGF-beta stimulated, 500 pg/mL final | Potency, µM (top dose mostly 46.1 µM), inactives show at the highest dose activity, negative = inhibition, usual class: inhibitors | actives 1.2% (n = 410,000) | AID 588855; note: potency is the fitted concentration of half-maximal effect; % is set by controls: 0 for no effect and ±100 for the full control effect; nearly all actives have a fitted effect of over 65% in size
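Using HEPG2 CAGA-GFP reporter cells at 1000 cells/well, we pinned test compounds, stimulated with recombinant TGF-beta (500 pg/mL final) and measured total well GFP after 18 h.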
HepG2 viability = HepG2 cytotoxicity, counter-screen for TGF-b inhibitors | Potency, µM (series often up to 46.1 µM), for inactives: at the highest dose activity change, negative = cytotoxicity, usual class: cytotoxic | HepG2 CAGA-GFP viability, ATP luminescence, 18 h | actives 0.76% (n = 410,000); note: potency is the fitted concentration of half-maximal effect; some results filed as inactive show a strong effect at the top dose
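HepG2 CAGA-GFP cells (1000/well, DMEM with 1% FBS) received compound, then TGF-beta at 500 pg/mL final, and were incubated 18 hours at 37 degrees C. Viability was read by CellTiter-Glo luminescence. Media-only wells were set as complete cell-killing and DMSO as no toxicity.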
Nrf2 activator = activates Nrf2 signaling. actives 0.31% (n = 410,000). Potency, µM (titrated, usually from 46.1 µM), for inactives: top-dose activation, hits mostly activators. AREc32 ARE-luciferase reporter (MCF7-derived line), luminescence, 24 h. AID 624171; note: potency is the fitted concentration of half-maximal effect; % of control where 0% means no effect; nearly all actives have a fitted effect of over 65% in size
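ARE activation measured as luciferase luminescence (Steady-Glo, 30 min RT) in AREc32_Fluc cells after 24 hr compound exposure at 37 deg C, 5% CO2; cells seeded overnight at 1000/well in OPTI-MEM, 5% FBS.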
Akt phos inh = Akt phosphorylation inhibition; AID 651550; actives 0.32% (n = 360,000); activity change, % for hits at 50 µM; Neuro2A IGF-stimulated pAkt S473 HTRF, 20 min; hits give low values; in the data active = activity change below about -80%; inconclusive = mostly about -51% to -80%; note: % is set by controls: 0 for no effect and ±100 for the full control effect
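Single-point screen (50 µM final compound) in Neuro2A cells stimulated 20 min with 6 nM IGF at 37 deg C. After lysis, Ser473-phosphorylated Akt read by HTRF (ex 330 nm, em 615/665 nm) as the 665/615 ratio.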
S2 tox = viability counter-screen for ATXN expression inhibitors | S2 cells (HEK-293 line with an ATXN2-luciferase reporter) viability, CellTiter-Fluor protease fluorescence, 24 h | actives 0.49% (n = 400,000) | Potency, µM (series often up to 56.7 µM), usual class: cytotoxic; note: potency is the fitted concentration of half-maximal effect; nearly all actives have a fitted effect of over 40% in size
The depositor's hits bear a star; i = inactive; ? = inconclusive; · = no result given; & = joins results of further samples; [ ] = another dose, or the depositor's remark. Unless noted, calls come from the whole dose curve; as a rule, active = well fitted curve in the direction sought with a large enough effect; inconclusive = small, poorly fitted or top-dose-only effect, or another doubt; inactive = no such curve, though single readings can be large; an effect the other way counts as inactive or inconclusive.

1: Cc1ccc(C(=O)N2CCOCC2)cc1[N+](=O)[O-]
2: CCOC(=O)c1c(NC(=O)c2cnn3c2NC(c2cccc(OC)c2)CC3C(F)(F)F)sc2c1CCCC2 (centres undefined)
3: Cc1ccc(C)c(S(=O)(=O)Nc2ccc(C(N)=O)cc2)c1
4: O=C(NC(c1ccc2c(c1)OCO2)c1ccccn1)C1CCN(CCOc2ccccc2)CC1 (centres undefined)
5: CN(C)S(=O)(=O)c1cccc(NC(=O)CNCc2ccccn2)c1
6: O=C(Nc1cccc(C(=O)N2CCOCC2)c1)c1ccc([N+](=O)[O-])cc1
7: Cc1ccc2oc(-c3cc(NC(=O)c4ccc5c(c4)OCCO5)cc(C)c3O)nc2c1
8: CC[N+]1(C)CCC(O)(/C=C/c2ccccc2)C(C(=O)/C=C/c2ccccc2)C1 (centres undefined)

compound no. | 1 | 2 | 3 | 4 | 5 | 6 | 7 | 8
CCT modulator | -0.3 | 1.6 | 1.4 | 1.4 | -1.7 | -0.6 | · | -0.8
MmCpn inh | -2% | 0% | 0% | · | 1% | 0% | · | ·
A549 viability | 10% | 7% | -4% | · | -2% | -2% | -1% | -7%
Nrf2 inh | ? | 0% | -10% | · | 14% | -14% | -7% | -9%
TGFb SMAD3 inh | -10% | -4% | 2% | -2% | -17% | 2% | 10% | 4µM*
HepG2 viability | -11% | -5% | -8% | -16% | 5% | -3% | -6% | 11µM*
Nrf2 activator | 0.1% | -0.5% | -0.6% | -1.2% | 0.5% | 0.3% | 0.3% | ?
Akt phos inh | i | i | i | i | i | i | · | i
S2 tox | i | i | i | i | i | i | i | ·

9: CCOc1ccc(-c2nnc(-c3cccnc3)o2)cc1OCC
10: CCC(C)NC(=S)Nc1ccc2nc(N3CCOCC3)cc(C)c2c1 (centres undefined)
11: COc1ccc(Oc2nc(SC)nc3ccccc23)cc1
12: CCN(CC1COc2ccccc2O1)C(=S)NC1CC2CCC1C2 (centres undefined)
13: Cc1ccc(CN2CCN(C3CCC3)CC2CCO)cc1 (centres undefined)
14: COc1cccc(CNC(=O)c2ccc(CS(=O)c3ccccc3)o2)c1 (centres undefined)
15: Cc1ccc(C(=O)Nc2ccc3[nH]c(=O)[nH]c3c2)c(C)c1
16: COc1cc2[nH]c(=S)nc(Nc3ccc(NC(C)=O)cc3)c2cc1OC

compound no. | 9 | 10 | 11 | 12 | 13 | 14 | 15 | 16
CCT modulator | -0.2 | 0.1 | -0.8 | -0.6 | -0.3 | 1.7 | -1.5 | 0.4
MmCpn inh | -11% | 0% | -1% | -3% | 2% | 1% | -4% | -2%
A549 viability | 0% | 0% | 5% | 8% | 2% | 7%&20% | 0% | -2%
Nrf2 inh | -2% | -4% | · | 12% | -13% | -8%&-4% | 26% | -11%
TGFb SMAD3 inh | 7% | -2% | ? | 0% | 0% | 9%&-21% | 0% | -2%
HepG2 viability | 0% | -25% | -1% | -30% | 16% | -3%&-3% | 2% | -11%
Nrf2 activator | 0.7% | 4.7% | 3.6% | -1.0% | 1.8% | 0.0%&0.2% | 4.9% | -0.6%
Akt phos inh | i | i | i | i | i | i | i | i
S2 tox | i | ? | i | i | i | i | i | i

Another view of two compounds above.
#16 COc1cc2[nH]c(=S)nc(Nc3ccc(NC(C)=O)cc3)c2cc1OC
  CCT modulator: 0.4	MmCpn inh: -2%	A549 viability: -2%	Nrf2 inh: -11%	TGFb SMAD3 inh: -2%	HepG2 viability: -11%	Nrf2 activator: -0.6%	Akt phos inh: i	S2 tox: i
#13 Cc1ccc(CN2CCN(C3CCC3)CC2CCO)cc1 (centres undefined)
  CCT modulator: -0.3	MmCpn inh: 2%	A549 viability: 2%	Nrf2 inh: -13%	TGFb SMAD3 inh: 0%	HepG2 viability: 16%	Nrf2 activator: 1.8%	Akt phos inh: i	S2 tox: i

(cont.)
17: CCOC(=O)c1c(C)[nH]c(C)c1S(=O)(=O)NCC1CCN(Cc2ccccc2F)CC1
18: Cc1ccc2c(c1)N(C(=O)CCC(=O)NC1CCCCCC1)CC(C)O2 (centres undefined)
19: CCC(NC(=O)c1ccccc1NC(=O)c1ccco1)C(=O)NNC(=O)c1ccncc1 (centres undefined)
20: CC(=O)c1ccc(N2CCC(C(=O)O)CC2)cc1
21: C[C@H](CO)N1C[C@H](C)[C@@H](CN(C)S(=O)(=O)c2cn(C)cn2)Oc2ccc(NC(=O)Nc3ccccc3)cc2C1=O
22: Cc1cc(C)cc(NC(=O)C(OC(=O)c2cc[n+]([O-])cc2)c2ccccc2)c1 (centres undefined)

compound no. | 17 | 18 | 19 | 20 | 21 | 22
CCT modulator | -1.8 | -0.3 | -1.6 | 1.9 | 2.3 | -0.8
MmCpn inh | 2% | 2% | 2% | -7% | -3% | -1%
A549 viability | -3% | -2% | -5% | 0% | 3% | 1%
Nrf2 inh | 4% | 14% | 3% | 6% | 8% | 8%
TGFb SMAD3 inh | -17% | 0% | 7% | 5% | 32%[activator] | 0%
HepG2 viability | -35% | 2% | 0% | 4% | 0% | 3%
Nrf2 activator | 2.9% | 0.8% | 0.2% | 2.0% | 0.1% | -0.1%
Akt phos inh | i | i | i | i | i | i
S2 tox | ? | i | i | i | i | i

Part of the list above, set out differently.
| nr | Compound | CCT modulator | MmCpn inh | A549 viability | Nrf2 inh | TGFb SMAD3 inh | HepG2 viability | Nrf2 activator | Akt phos inh | S2 tox |
| --- | --- | --- | --- | --- | --- | --- | --- | --- | --- | --- |
| 15 | Cc1ccc(C(=O)Nc2ccc3[nH]c(=O)[nH]c3c2)c(C)c1 | -1.5 | -4% | 0% | 26% | 0% | 2% | 4.9% | i | i |
| 16 | COc1cc2[nH]c(=S)nc(Nc3ccc(NC(C)=O)cc3)c2cc1OC | 0.4 | -2% | -2% | -11% | -2% | -11% | -0.6% | i | i |
| 17 | CCOC(=O)c1c(C)[nH]c(C)c1S(=O)(=O)NCC1CCN(Cc2ccccc2F)CC1 | -1.8 | 2% | -3% | 4% | -17% | -35% | 2.9% | i | ? |
| 18 | Cc1ccc2c(c1)N(C(=O)CCC(=O)NC1CCCCCC1)CC(C)O2 (centres undefined) | -0.3 | 2% | -2% | 14% | 0% | 2% | 0.8% | i | i |
| 19 | CCC(NC(=O)c1ccccc1NC(=O)c1ccco1)C(=O)NNC(=O)c1ccncc1 (centres undefined) | -1.6 | 2% | -5% | 3% | 7% | 0% | 0.2% | i | i |
| 20 | CC(=O)c1ccc(N2CCC(C(=O)O)CC2)cc1 | 1.9 | -7% | 0% | 6% | 5% | 4% | 2.0% | i | i |
| 21 | C[C@H](CO)N1C[C@H](C)[C@@H](CN(C)S(=O)(=O)c2cn(C)cn2)Oc2ccc(NC(=O)Nc3ccccc3)cc2C1=O | 2.3 | -3% | 3% | 8% | 32%[activator] | 0% | 0.1% | i | i |
| 22 | Cc1cc(C)cc(NC(=O)C(OC(=O)c2cc[n+]([O-])cc2)c2ccccc2)c1 (centres undefined) | -0.8 | -1% | 1% | 8% | 0% | 3% | -0.1% | i | i |
